CCT modulator = changes cytosolic chaperonin activity; AID 651819; activity change, % (no concentration beside the values), hits read low; actives 0.3% (n = 360,000); purified chaperonin ATPase assay, HTRF ADP detection, 30 min; in the data active means activity change below about -30%; further: on the % scale 0 is the no-effect control and ±100 the full control effect
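We incubate TRiC, 40 or 20 nM final, with library compounds at 76 uM and 10 uM ATP for 30 min at 37 °C. ADP formed is detected with Transcreener HTRF reagents after 30 min at room temperature.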
PI5P4Ka inh = PI5P4K alpha (human) kinase inhibition | actives 1.2% (n = 330,000) | P48426 | max response, % | PI5P4Kalpha enzyme, ADP-Glo luminescence, 60 min; hits give low values; active means max response of -50% or lower; inconclusive means between -30% and -50%; inactive means -30% or higher; further: value at the top dose of about 77 µM; on the % scale 0 is the no-effect control and ±100 the full control effect
Target sequence (P48426 whole entry, looked up): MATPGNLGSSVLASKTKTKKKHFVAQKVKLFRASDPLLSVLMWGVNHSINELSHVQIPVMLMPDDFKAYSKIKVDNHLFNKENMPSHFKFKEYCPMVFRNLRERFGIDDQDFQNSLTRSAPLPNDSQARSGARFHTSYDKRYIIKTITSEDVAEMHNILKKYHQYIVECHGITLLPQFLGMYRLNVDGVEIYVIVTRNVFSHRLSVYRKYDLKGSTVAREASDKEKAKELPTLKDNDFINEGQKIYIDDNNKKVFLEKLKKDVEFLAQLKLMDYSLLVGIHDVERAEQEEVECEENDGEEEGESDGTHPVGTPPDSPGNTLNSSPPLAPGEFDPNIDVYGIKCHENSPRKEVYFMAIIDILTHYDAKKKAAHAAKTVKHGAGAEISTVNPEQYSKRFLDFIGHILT
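Controls without substrate or without enzyme flank wells where PI5P4Kalpha converts substrate using 5 microM ATP (final). Incubation lasts 60 minutes at room temperature; ADP formed is read by ADP-Glo luminescence.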
IL-2 act = activators of IL-2; IL-2 activation reporter assay, cell-based qHTS; stimulated with anti-CD3/CD4/CD28 beads; in transgenic mouse T cells; activation, % (series mostly up to about 46 µM); actives 0.065% (n = 360,000); AID 652025; in the data active means activation above about 50%; inconclusive means mostly about 30% to 49%; further: 0% is about no effect
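Using fluorescent plate cytometry, EGFP and DsRed are detected in transgenic mouse T cells stimulated 18 h at 37 degrees C with antibody-coated beads after 60 min compound pretreatment.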
EPAC2 ag = EPAC2 (human) agonism | EPAC2 activation, biochemical qHTS; response scale: 100% = 6.5 mM cAMP response | Potency, µM (doses to about 154 µM), inactives show top-dose activation, most hits filed as activators | actives 0.079% (n = 360,000) | AID 720711; further: potency means the concentration at half of the fitted maximal effect; nearly all actives have a fitted effect of over 50% in size
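Exchange assay: 100 nM EPAC2 with 250 nM Rap1B-BODIPY-GDP and 50 uM GDP. Fluorescence (ex 480/em 540 nm) read every 5 min for 30 min at room temperature. Data normalized to 6.5 mM cAMP as agonist control.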
EPAC1 antag = EPAC1 (human) antagonism; Potency, µM (titrated, usually from 115 µM), for inactives: at the highest dose activity change, negative = inhibition, hits mostly inhibitors; EPAC1 GEF assay, Rap1b-BODIPY-GDP exchange fluorescence; actives 0.14% (n = 360,000); O95398;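 further: potency means the concentration at half of the fitted maximal effect; plate controls were vehicle for no effect and positive control for full effect; nearly all actives have a fitted effect of over 50% in size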
EPAC1 ag = activates human EPAC1 exchange factor | O95398 | EPAC1 agonist qHTS, biochemical assay; response scale: 100% = response to 6.5 mM cAMP | AID 720707 | actives 0.073% (n = 360,000) | Potency, µM (series often up to 154 µM), inactives show at the highest dose activation, hits mostly activators; further: potency means the concentration at half of the fitted maximal effect; nearly all actives have a fitted effect of over 60% in size
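EPAC1 100 nM, Rap1B–BODIPY-GDP 250 nM, unlabeled GDP 50 uM; compound titration; 5 min RT; kinetic read ex480/em540 at 5-min intervals ×30 min; data normalized to 6.5 mM cAMP agonist control.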
WRN inhibitor = blocks human WRN helicase; Potency, µM (highest dose often 114 µM), for inactives: at the highest dose activity change, negative = inhibition, most hits filed as inhibitors; AID 651768; actives 0.46% (n = 360,000); WRN helicase unwinding, fluorescent forked duplex, kinetic; further: potency means the concentration at half of the fitted maximal effect; on the % scale 0 is the no-effect control and ±100 the full control effect; nearly all actives have a fitted effect of over 55% in size
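Kinetic fluorescence helicase assay: unwinding of a quenched forked DNA duplex (100 nM final) with 2 mM ATP final raises red fluorescence (525/598 nm). Compounds sat 15 min at room temperature with 20 nM WRN beforehand.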
PLK1 PBD block = blocks phosphopeptide binding to human PLK1 polo-box domain; Plk1 PBD binding of FITC phosphopeptide, fluorescence polarization; Potency, µM, inactives show max response, negative = inhibition, most hits filed as inhibitors; actives 2.8% (n = 360,000); further: potency means the concentration at half of the fitted maximal effect; series mostly up to about 57 µM; on the % scale 0 is the no-effect control and ±100 the full control effect; nearly all actives have a fitted effect of over 65% in size
Target sequence (P53350 whole entry, looked up, the tested form may be a part): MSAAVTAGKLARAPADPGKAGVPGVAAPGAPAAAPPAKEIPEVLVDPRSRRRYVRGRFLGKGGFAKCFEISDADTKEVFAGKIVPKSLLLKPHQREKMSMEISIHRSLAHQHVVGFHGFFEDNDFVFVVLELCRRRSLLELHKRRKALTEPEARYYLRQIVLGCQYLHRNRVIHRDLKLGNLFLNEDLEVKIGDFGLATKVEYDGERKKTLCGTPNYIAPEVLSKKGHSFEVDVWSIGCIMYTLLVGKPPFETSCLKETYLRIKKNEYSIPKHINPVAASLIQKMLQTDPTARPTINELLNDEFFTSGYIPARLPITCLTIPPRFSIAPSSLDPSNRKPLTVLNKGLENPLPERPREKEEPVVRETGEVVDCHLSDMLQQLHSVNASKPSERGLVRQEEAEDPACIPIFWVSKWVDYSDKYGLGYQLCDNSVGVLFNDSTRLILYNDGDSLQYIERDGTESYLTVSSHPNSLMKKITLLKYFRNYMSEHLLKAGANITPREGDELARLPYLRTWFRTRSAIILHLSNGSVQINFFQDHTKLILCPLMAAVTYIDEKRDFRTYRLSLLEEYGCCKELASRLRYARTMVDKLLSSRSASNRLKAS
* marks the source's active call; other numbers are inactive results; u = inconclusive; x = no result given; [ ] = remark or other dose. Unless noted, the call rests on the fitted dose curve; in most records, active means well fitted curve in the direction sought with a large enough effect; inconclusive means small, poorly fitted or top-dose-only effect, or another doubt; inactive means no such curve, though single readings can be large; an effect the other way counts as inactive or inconclusive. Only part of the results is shown; rates above refer to the full screens.

Under each structure – CCT modulator	PI5P4Ka inh	IL-2 act	EPAC2 ag	EPAC1 antag	EPAC1 ag	WRN inhibitor	PLK1 PBD block
O=C(Oc1ccc(-c2cnc3ccccc3n2)cc1)c1cc([N+](=O)[O-])ccc1Cl
 : -0.8	-3	-1.1	7%	2%	-4%	-14%	-7%
Cc1ccc(C)c(COC(=O)c2cccc(S(=O)(=O)N3CCCC3)c2)c1
 : -4.8	25	-5.2	12%	-23%	0%	-19%	-1%
NC(=O)c1cccc(-c2ccnc3c2CC(C(=O)NCc2ccccc2)O3)c1 (stereo not drawn)
 : -0.8	-12	-0.2	2%	-1%	-19%	11%	-6%
CCCCC(=O)NC(=S)NNS(=O)(=O)c1ccccc1
 : -1.5	-19	-1.4	3%	-3%	-4%	-21%[57.1 µM]	12µM*
CC(/C=C/c1ccco1)=N\NC(=O)c1cccnc1
 : -1.5	x	2.0	14%	5%	11%	u	-5%
CN(C1CCS(=O)(=O)C1)S(=O)(=O)c1ccc(C2CCCCC2)cc1 (stereo not drawn)
 : -1.1	x	-0.7	-2%	9%	-4%	4%	-1%
COc1ccc(NC(=O)c2cc(-c3ccccn3)nc3c(C)cc(C)cc23)c(C)c1
 : -0.7	6	-3.3	0%	11%	2%	-15%	4%
CCC(=O)Nc1ccc(/C(C)=N/NC(=O)c2c(-c3ccccc3Cl)noc2C)cc1
 : 0.2	-6	-1.9	-3%	-7%	2%	-2%	5%
Brc1ccccc1-c1nnc(-c2cccnc2)o1
 : -1.5	-3	-0.9	12%	1%	-4%	-2%	-2%
COCCn1c(SCC(=O)Nc2ccc(C(C)=O)cc2)nnc1-c1ccco1
 : -0.8	6	-1.3	7%	-7%	2%	-2%	-4%

2 entries from above, with tabs.
SMILES	CCT modulator	PI5P4Ka inh	IL-2 act	EPAC2 ag	EPAC1 antag	EPAC1 ag	WRN inhibitor	PLK1 PBD block
Brc1ccccc1-c1nnc(-c2cccnc2)o1	-1.5	-3	-0.9	12%	1%	-4%	-2%	-2%
COc1ccc(NC(=O)c2cc(-c3ccccn3)nc3c(C)cc(C)cc23)c(C)c1	-0.7	6	-3.3	0%	11%	2%	-15%	4%

The listing continues.
Under each structure – CCT modulator	PI5P4Ka inh	IL-2 act	EPAC2 ag	EPAC1 antag	EPAC1 ag	WRN inhibitor	PLK1 PBD block
COC(=O)c1cn(C(=O)c2cccc(Br)c2)c2ccccc12
 : -1.4	2	-0.9	22%	-4%	10%	-1%	-8%
COc1ccc(NC(=O)CSc2nncn2C)cc1OC
 : -0.3	1	3.2	5%	10%	-2%	-6%	2%
COc1ccc(C)cc1Nc1n[n+](-c2ccccc2)c(-c2ccc(SC)cc2)s1
 : -1.8	-15	0.1	8%	-19%	-13%	3%	-26%
c1cc(-c2ccc3nncn3c2)ccc1CN1CCOCC1
 : -0.3	7	0.4	11%	-10%	1%	5%	-12%
Cc1onc(-c2ccccc2Cl)c1C(=O)Nc1ccc2c(c1)OCO2
 : -0.7	0	0.1	-1%	-1%	-3%	-14%	0%
CCOc1ccc(S(=O)(=O)N2CCCCC2)cc1NC(=O)CN1CCCC1c1cccs1 (stereo not drawn)
 : 1.4	-1	-0.7	5%	1%	10%	-3%	5%
O=C(CN(C(=O)Cn1nnc(-c2cccs2)n1)c1cnc2ccccc2c1)NCC1CCCO1 (stereo not drawn)
 : -1.1	x	-1.7	5%	7%	5%	0%	-8%
O=S1(=O)N[C@H](Cc2ccccc2)COc2cc(N3CCN(Cc4ccccc4F)CC3)ccc21
 : 0.4	5	0.8	3%	-8%	-4%	3%	-6%
On1c(-c2ccc(Cl)cc2)nc2ccccc21
 : -0.1	-21	0.3	10%	6%	11%	-32%	u
CCN1C(=O)c2ccc(C(=O)Nc3ncc(C)s3)cc2C1=O
 : -16	3	5.4	2%	-7%	-2%	-2%	2%
Cc1nc(Nc2ccc3c(c2)OCCO3)c2nnn(Cc3ccccc3Cl)c2n1
 : 2.7	x	-1.3	13%	10%	11%	-7%	7%
CCOc1ccc(NC(=O)COc2ccc(C(=O)NCC3CCCO3)cc2OC)cc1 (stereo not drawn)
 : -1.7	2	0.8	6%	5%	2%	3%	-1%
Nc1nonc1-c1nc2ccccc2n1Cc1ccccc1
 : -4.2	7	3.2	10%	0%	14%	-7%	0%
COc1ccc(N2C(=O)[C@@H]3[C@H](C2=O)[C@H]2c4ccccc4C=CN2[C@@H]3C(=O)Nc2ccccc2)cc1
 : -2.0	-10	0.2	-10%	-7%	0%	1%	32%[activator]
COC(=O)CSc1nc(N)c2c3c(sc2n1)C(c1ccccc1)SC(c1ccccc1)C3 (stereo not drawn)
 : -1.8	-17	12	-5%	11%	2%	-8%	-13%
CC(NC(=O)CN1C(=O)NC2(CCCCC2C)C1=O)c1ccccc1 (stereo not drawn)
 : 2.6	0	0.8	9%	u	2%	6%	-5%
O=c1[nH]c(CN2CCN(Cc3ccc4c(c3)OCO4)CC2)nc2ccccc12
 : 0.3	3	0.4	-4%	7%	0%	-9%[57.1 µM]	3%
O=C1N(c2ccccc2C(F)(F)F)O[C@@]1(c1ccccc1)C1CCCC1
 : -0.8	11	-1.1	4%	2%	8%	-6%	u
O=S(=O)(c1ccc2c(c1)OCCO2)N1CCCN(S(=O)(=O)c2c(F)cccc2F)CC1
 : x	x	-0.4	2%	5%	-7%	x	x
Cc1cccc(NC(=O)c2nc[nH]c2C(=O)Nc2ccccc2F)c1
 : -0.2	-1	-2.3	-3%	3%	-15%	9%	6%
COc1ccccc1NC(=O)CCSc1nnc(-c2ccco2)o1
 : -0.8	-13	-2.2	1%	-14%	1%	0%	-10%
O=C(c1cc(S(=O)(=O)N2CCCCC2)c(Cl)cc1N1CCOCC1)N1CCOCC1
 : -0.1	-6	-0.6	-2%	-8%	1%	0%	-4%
O=C(COC(=O)c1ccccc1O)Nc1ccc(S(=O)(=O)N2CCCCC2)cc1
 : -0.5	-15	0.3	10%	-6%	11%	-7%	2%
CC(=O)O[C@H]1C(=O)[C@]2(C)[C@H]([C@H](OC(=O)c3ccccc3)[C@]3(O)C[C@H](OC(=O)[C@H](O)[C@@H](NC(=O)c4ccccc4)c4ccccc4)C(C)=C1C3(C)C)[C@]1(OC(C)=O)CO[C@@H]1C[C@@H]2O
 : -0.3	0	-0.7	6%	-7%	-32%[inhibitor]	1%	3%
NS(=O)(=O)c1ccc(CCNC(=O)c2cc(-c3ccccn3)nc3ccc(Br)cc23)cc1
 : -32*	0	0.5	6%	-11%	-5%	-4%	-15%
CCCC(=O)c1ccc(N2CCN(S(=O)(=O)c3ccc(C)cc3)CC2)c(F)c1
 : 4.8	x	0.3	16%	-4%	9%	-2%	-8%
CCN(CC(=O)Nc1ccccc1OC)C(=O)c1ccccc1Sc1ccccc1C#N
 : -0.1	-1	0.4	9%	-12%	11%	-5%	0%
O=C(Nc1cc(S(=O)(=O)N2CCOCC2)ccc1N1CCCC1)c1ccccc1F
 : -1.3	2	-0.5	-5%	0%	4%	-5%	3%
Cc1ccc(S(=O)(=O)Nc2ccccc2F)cc1C(=O)N1CCN(c2ccccc2O)CC1
 : -1.1	1	0.8	4%	-18%	0%	-1%	-4%
COc1ccc(C=O)cc1COc1c(F)c(F)cc(F)c1F
 : -3.0	1	-1.7	12%	-14%	5%	-1%	-14%
CCOc1ccccc1N(CC(=O)Nc1ccccc1C(=O)NCc1ccco1)S(C)(=O)=O
 : -8.4	x	-2.5	2%	6%	7%	-13%	-3%
CN1CCN(C(=O)c2ccccc2N(Cc2ccccc2)S(=O)(=O)c2ccccc2)CC1
 : -2.2	x	-0.2	5%	2%	12%	11%	-8%
CCCCCCNc1nc(Cl)nc(NC(C)(C)CO)n1
 : -1.3	1	-0.7	-2%	-9%	-7%	-2%	-2%
COc1cc2c(cc1OC)CN(C1CC(=O)N(c3c(C)cccc3C)C1=O)CC2 (stereo not drawn)
 : -1.8	-29	-2.8	2%	-7%	3%	-1%	-15%
CN(CC(=O)Nc1cccc(F)c1)C(=O)c1ccc2c(=O)n3c(nc2c1)CCC3
 : 0.0	0	2.3	1%	6%	-11%	5%	3%
CC1(Oc2ccc(F)cc2)CCN(Cc2ccccc2OC(F)F)C1 (stereo not drawn)
 : -1.6	1	0.2	1%	-9%	-8%	-6%	2%
COc1ccc(CC(=O)Nc2ccc(-c3cn4ccc(C)cc4n3)cc2)cc1
 : 1.1	2	-0.2	-3%	-11%	10%	-1%	-6%
CCCCc1nc(SCC(=O)Nc2cc(C)on2)n[nH]1
 : 1.6	x	-0.7	0%	2%	-2%	0%	-1%
COc1ccc(CCNc2oc(Cc3ccccc3)nc2C#N)cc1OC
 : 0.7	3	-0.7	7%	-9%	9%	-5%	-6%
O=C(C/C=N/OCc1ccc(Cl)cc1)c1cnc(-c2ccccc2)s1
 : 0.8	3	0.2	13%	11%	0%	-12%	-29%
C[C@@H](NC(=O)c1nc[nH]c1C(=O)N1CCN(c2ccccc2)CC1)c1ccccc1
 : -1.6	2	-0.1	13%	2%	6%	2%	-4%
COc1ccc(N2CCN(CC(=O)c3c(C)n(C)c4ccc(OC)cc34)CC2)cc1
 : -1.7	-3	0.3	0%	15%	2%	4%	-1%
CC(C)Oc1cccc(C(=O)C2CCCN(C(=O)CCc3cnn(C)c3)C2)c1 (stereo not drawn)
 : -3.3	7	-3.9	3%	-21%	7%	u	-2%
S=C(Nc1cccc(Cl)c1Cl)Nn1cnnc1
 : -0.4	-10	-4.2	7%	-5%	-1%	3%	17µM*
CNC(=S)N/N=C/c1ccc(-c2cc([N+](=O)[O-])ccc2Cl)o1
 : 2.0	-2	0.9	6%	-9%	8%	2%	-7%
CC(=O)/C(=N\Nc1ccc(C)cc1)N1CCOCC1
 : 1.4	-1	-0.5	0%	11%	-16%	7%	3%
CCOC(=O)C1=C(C)C(c2ccc(OC)cc2)NC(=S)N1 (stereo not drawn)
 : -2.0	-30	0.5	1%	-10%	0%	5%	6µM*
Nc1nc2c(ncn2[C@@H]2O[C@H](CNCc3cnc(N4CCOCC4)s3)[C@@H](O)[C@H]2O)c(=O)[nH]1
 : 0.0	4	-0.1	0%	u	8%	-3%	-12%
CCOC(=O)c1[nH]c2cc(OC)c(OC)cc2c1NC(=O)c1nonc1C
 : 1.5	-3	-3.6	-8%	8%	-6%	-5%	-8%
Cc1cccc(COc2ccc(/C=N/NC(=O)c3nnn(-c4nonc4N)c3C)cc2)c1
 : -19	-12	0.8	0%	2%	1%	1%	21µM*
CCCc1nc(SCC(=O)c2ccc3c(c2)NC(=O)CO3)[nH]c(=O)c1CC
 : -0.3	-20	3.2	4%	-10%	-9%	-4%	19µM*
C[C@H]1CN([C@@H](C)CO)C(=O)CCCn2cc(nn2)CO[C@@H]1CN(C)C(=O)Nc1cccc2ccccc12
 : 1.7	2	-2.3	-13%	20%	-13%	6%	-17%
